# Mtb FBA inh = inhibitors of M. tuberculosis fructose-bisphosphate aldolase; 360,000 tested, 2.3% active; inhibition, % at 1 µM; purified M. tuberculosis FBA, fluorescence read-out; P9WQA3; AID 588726; in the data active = inhibition above about 27%;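 note: 0% = vehicle and 100% = reference inhibitor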
# Target sequence (P9WQA3 whole entry, looked up): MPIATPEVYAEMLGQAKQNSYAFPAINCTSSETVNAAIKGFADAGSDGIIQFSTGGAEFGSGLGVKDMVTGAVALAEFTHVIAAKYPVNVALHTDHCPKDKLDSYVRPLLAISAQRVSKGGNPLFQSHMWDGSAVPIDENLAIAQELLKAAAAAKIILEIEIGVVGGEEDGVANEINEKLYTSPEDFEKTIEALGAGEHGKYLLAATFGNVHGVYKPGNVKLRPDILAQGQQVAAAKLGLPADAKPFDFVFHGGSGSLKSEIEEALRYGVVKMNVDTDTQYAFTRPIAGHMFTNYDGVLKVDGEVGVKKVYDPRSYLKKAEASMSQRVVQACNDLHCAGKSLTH
# BioA inh = blocks M. tuberculosis BioA enzyme activity. purified M. tuberculosis BioA enzyme, plate reader. AID 602481. inhibition, % at 9.99 µM. 360,000 tested, 0.096% active; in the data active = inhibition above about 40%
# TcdB inh = blocks C. difficile toxin B glycohydrolase activity. P18177. TcdB glycohydrolase enzymatic assay, plate reader. inhibition, % at 9.99 µM. 350,000 tested, 0.24% active. AID 652162; in the data active = inhibition above about 10%
# BH1578 lux ind = quorum light induction in luxS cqsA deficient V. cholerae; V. cholerae BH1578 lux reporter, luminescence, 6 h; activation, % at 18.7 µM; 350,000 tested, 0.16% active; in the data active = activation mostly above about 9.7%, no sharp cut-off; note: not every result past the cut was called active; inactives centre near 0; reference of the scale not given here
# PfHsp40 rescue = rescue of PfHsp40-mediated yeast toxicity | S. cerevisiae expressing PfHsp40, growth rescue, ATP luminescence | AID 504582 | 340,000 tested, 0.68% active | growth rescue, % at 12.5 µM; in the data active = growth rescue above about 28%, passing the limit was not always enough;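 note: yeast W303a lacking pdr1 and pdr3 grown in galactose medium; growth measured after three days at 30 °C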
# Yp Topo-I inh = blocks Yersinia pestis topoisomerase I activity | Y. pestis Topo-I cleavage product accumulation, plate reader | activity, % at 10 µM | 360,000 tested, 0.064% active; in the data active = activity above about 50%, passing the limit was not always enough; note: inactives centre near 2
# Mtb UGM inh = Mtb UDP-galactopyranose mutase inhibition; P9WIQ1; purified UGM, fluorescence polarization probe displacement; inhibition, % at 10 µM; 320,000 tested, 0.06% active; AID 504406; in the data active = inhibition above about 10%, passing the limit was not always enough
# Target sequence (P9WIQ1 whole entry, looked up): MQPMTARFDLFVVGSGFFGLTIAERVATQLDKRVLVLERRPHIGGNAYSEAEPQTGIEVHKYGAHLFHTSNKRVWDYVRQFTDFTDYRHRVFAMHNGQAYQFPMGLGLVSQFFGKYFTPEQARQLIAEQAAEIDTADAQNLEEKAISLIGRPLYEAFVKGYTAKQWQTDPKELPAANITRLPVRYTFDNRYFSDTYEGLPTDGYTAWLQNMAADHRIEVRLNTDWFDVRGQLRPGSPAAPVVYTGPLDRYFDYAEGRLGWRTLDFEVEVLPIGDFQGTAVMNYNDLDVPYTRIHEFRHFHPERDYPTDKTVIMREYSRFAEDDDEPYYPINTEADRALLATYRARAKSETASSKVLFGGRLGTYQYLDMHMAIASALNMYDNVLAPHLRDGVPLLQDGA
# FadD28 FP inh = inhibitors of Mycobacterium tuberculosis FadD28 bisubstrate binding; FadD28 bisubstrate probe binding, fluorescence polarization; AID 588549; 360,000 tested, 0.22% active; inhibition, % at 12.5 µM; in the data active = inhibition above about 8.5%, passing the limit was not always enough
# GDH-TPI counter = GDH-TPI coupled enzyme inhibition counter-screen. 360,000 tested, 1.2% active. inhibition, % at 4.8 µM. GDH-TPI coupled enzyme counterscreen, NADH absorbance; in the data active = inhibition above about 30%;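 note: 0% = DMSO wells and 100% = wells lacking the enzyme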
# * marks the source's active call; other numbers are inactive results; i = inactive; . = no result given; & = joins results of further samples.
SMILES,Mtb FBA inh,BioA inh,TcdB inh,BH1578 lux ind,PfHsp40 rescue,Yp Topo-I inh,Mtb UGM inh,FadD28 FP inh,GDH-TPI counter
COc1ccc(C(=O)N/N=C(\c2ccccc2)c2ccccn2)cc1,49*,-1.7,0.3,-2.7,86*,9,-1.1,2.1,17
CC(CN1CCN(C)CC1)OC(=O)c1ccc(F)cc1 (stereo unspecified),-4,0.2,-0.1,-1.3,0.2,2,-4.6,1.7,2
Cc1ccc2[nH]c3c(c2c1)CCCC3C(N)=O (stereo unspecified),4,.,-0.3,-0.4,-0.4,-4,-0.6,-2.5,8
O=C(C[C@H]1C/C=C\CCC(=O)OC[C@H]2CCCN2C1=O)NCCO,1,-0.6,0.1,0.5,-0.5,0,-1.1,-1.1,3
CSc1nc2ncc(-c3ccsc3)c(N)n2n1,8,.,0.3,0.6,1.1,4,1.3,0.8,-6
COc1ccc(-c2[nH]ncc2CN2CCN(c3ccccn3)CC2)c(OC)c1,-1,-0.4,1.1,-0.3,2.7,-2,2.4,-2.0,7
Cc1ccc(C)c(N2CCN(c3cnn(-c4nc5ccccc5s4)c(=O)c3Cl)CC2)c1,-2,1.3,.,i,-0.2,3,0.9,-2.9,-3
O=C(Cc1ccccc1)N1CCN(c2ccc([N+](=O)[O-])cc2)CC1,-8,0.1,-0.1,i,17,4,-1.7,-2.6,-3
CCOC(=O)C1(C)NC(c2cccs2)C2C(=O)N(c3ccccc3)C(=O)C21 (stereo unspecified),0,.,0.0,-0.3,0.1,11,-1.9,0.4,-3
C=CCSCC1Nc2cc(Cl)c(S(N)(=O)=O)cc2S(=O)(=O)N1 (stereo unspecified),-4,0.0,1.6,i,-0.3,-2,1.4,-2.4,2
CCC1(CC)NC(=O)N(CC(=O)OC(C)C(=O)Nc2cc([N+](=O)[O-])ccc2OC)C1=O (stereo unspecified),-2,3.3,1.0,-1.0,0.5,1,-2.7,0.7,25
CCOCCCn1c(=S)[nH]c2cc(C(=O)NCCOC)ccc2c1=O,-1,3.9,.,-13,-0.8,2,0.0,-3.7,-11
Cc1ccccc1OCC(O)Cn1c(NCCN(C)C)nc2c1c(=O)n(C)c(=O)n2C (stereo unspecified),6,-1.1,0.3,-0.2,0.3,-10,-0.4,1.1,1
CN(CC(=O)Nc1cccc(F)c1)C(=O)c1ccccc1Cc1ccccc1,0,.,1.1,i,-0.7,23,-4.6,-1.4,-14
Cc1nnc(-c2cccc(C(F)(F)F)c2)nc1N1CCOCC1,-2,.,1.8,i,-0.5,2,0.1,-2.4,5
CCOC(=O)c1cn(CC(=O)Nc2ccc(C(C)C)cc2)nn1,1,.,.,-0.3,-0.9,3,-1.7,-1.1,10
O=C(O)CC(Cn1[nH]nnc1=S)c1ccccc1 (stereo unspecified),-1,-1.6,.,i,0.5,-1,1.7,1.0,-2
COc1cccc(N=C2NC(=O)/C(=C/c3cc([N+](=O)[O-])ccc3O)S2)c1,-3,-1.4,0.6,-0.5,-0.3,-5,0.6,1.1,10
Cc1cnc(CN(C)C(=O)C2CCC(=O)N(CCc3ccccc3)C2)[nH]1 (stereo unspecified),-4,1.6,-0.4,-0.2,0.5,-4,-1.4,-1.3,17
C/C(=N/Nc1ccccc1[N+](=O)[O-])c1ccc([N+](=O)[O-])cc1,3,-0.6,0.5,i,-0.2,5,0.1,-1.2,-1
CCN(CC)c1ccc(NC(=O)C2=CCN(S(=O)(=O)c3ccc(F)cc3)CC2)c(C)c1,-1,-0.1,-0.5,-0.3,1.7,17,3.4,-1.2,0
COc1ccc(CNC(=O)COC(=O)Cc2ccc(Br)cc2)cc1,-1,-0.3,1.2,i,-1.0,27,-1.1,-2.1,3
N#Cc1ccc(COC(=O)C2CC(=O)N(CCc3ccccc3)C2)cc1 (stereo unspecified),-2,-0.1,-0.2,i,-0.5,-1,.,-2.2,2
Cc1ccccc1-n1c(SCC(=O)c2c(N)n(C)c(=O)n(C)c2=O)nc2sc3c(c2c1=O)CCCC3,1,.,.,-0.4,-0.6,-5,0.8,-2.8,7
CC(C)Cn1c(SCC(=O)N2CCCCC2)nc2ccccc2c1=O,0,1.7,.,i,-0.9,13,1.0,-4.0,-13

# Compound profiles, from the list above. Screens in order: Mtb FBA inh | BioA inh | TcdB inh | BH1578 lux ind | PfHsp40 rescue | Yp Topo-I inh | Mtb UGM inh | FadD28 FP inh | GDH-TPI counter
# Listed for N#Cc1ccc(COC(=O)C2CC(=O)N(CCc3ccccc3)C2)cc1 (stereo unspecified) → -2 | -0.1 | -0.2 | i | -0.5 | -1 | . | -2.2 | 2
# Listed for Cc1cnc(CN(C)C(=O)C2CCC(=O)N(CCc3ccccc3)C2)[nH]1 (stereo unspecified) → -4 | 1.6 | -0.4 | -0.2 | 0.5 | -4 | -1.4 | -1.3 | 17

# The main list resumes, repeating the 4 entries before the break.
SMILES,Mtb FBA inh,BioA inh,TcdB inh,BH1578 lux ind,PfHsp40 rescue,Yp Topo-I inh,Mtb UGM inh,FadD28 FP inh,GDH-TPI counter
COc1ccc(CNC(=O)COC(=O)Cc2ccc(Br)cc2)cc1,-1,-0.3,1.2,i,-1.0,27,-1.1,-2.1,3
N#Cc1ccc(COC(=O)C2CC(=O)N(CCc3ccccc3)C2)cc1 (stereo unspecified),-2,-0.1,-0.2,i,-0.5,-1,.,-2.2,2
Cc1ccccc1-n1c(SCC(=O)c2c(N)n(C)c(=O)n(C)c2=O)nc2sc3c(c2c1=O)CCCC3,1,.,.,-0.4,-0.6,-5,0.8,-2.8,7
CC(C)Cn1c(SCC(=O)N2CCCCC2)nc2ccccc2c1=O,0,1.7,.,i,-0.9,13,1.0,-4.0,-13
CC(=O)c1cccc(N=C2NC(=O)CS2)c1,2,3.1,.,8.3,0.5,1,-1.2,-0.4,3
Cc1ccccc1-c1noc(CCC(=O)NCC2CCCO2)n1 (stereo unspecified),1,.,.,i,0.2,-4,4.5,1.8,0
CCN(CC)CCNC(=O)COc1ccc(OC)cc1,-2&0,-0.2&0.5,2.2&1.1,0.0,1.2&0.9,-1&-6,-0.7&-0.1,-1.4&-3.4,0&-4
Cc1nnc2c3ccccc3c(-c3cccc4ccccc34)nn12,2,-1.3,.,i,0.0,33,.,-2.1,6
CCc1c(C)nc2cc(-c3ccccc3)[nH]n2c1=O,25,-0.6,1.8,0.0,0.0,-8,1.5,-2.0,-8
CS(=O)(=O)c1cccc(C(=O)Nc2nnc(C3=COCCO3)o2)c1,4,.,-0.1,0.6,0.4,-3,1.2,-0.7,11
Cc1cc(C)n(-c2nc(NCCO)c3c4c(sc3n2)CCCC4)n1,0,-0.7,.,7.1,0.2,-3,0.6,-3.0,-18
C=CCNC(=O)COc1cc(C)ccc1C,0,-0.7,0.0,-0.7,0.9,6,0.4,-0.7,5
Cc1cccc(OCC(=O)N/N=C/c2cc([N+](=O)[O-])ccc2N2CCOCC2)c1,-1,-0.1,.,-0.5,0.4,11,-0.7,1.1,20
O=C(CCCc1cccs1)Nc1nccs1,-3,.,1.3,-0.3,0.0,-5,-1.4,-2.1,5
O=C(Nc1cccc(C(=O)N2CCCCC2)c1)C1CCCCC1,-2,1.5,0.3,i,-0.7,14,.,-2.4,-8
COc1ccc2nc3ccccc3nc2c1NC(=O)c1ccc(Cl)cc1Cl,0,-2.6,.,-0.4,1.2,-4,37*,0.2,5
O=C(C[n+]1ccc(-c2nnc3n2CCC3)cc1)c1ccc(Cl)cc1,10,.,.,-0.4,-1.0,-2,-2.1,1.7,6
COc1ccc(S(=O)(=O)N2CCN(c3ccc4nnc(-c5ccccc5)n4n3)CC2)cc1,-1,-0.6,-1.4,-0.2,0.6,37,1.5,-5.3,8
COc1ccc2c(c1OC)C(=O)OC2Nc1nc2ccccc2s1 (stereo unspecified),3,-0.5,-0.6,-0.6,0.7,0,-0.7,-2.5,1
CCOc1ccc2ccccc2c1/C=N/NC(=O)CNC(=O)C(c1ccccc1)c1ccccc1,1,.,1.3,-0.2,0.4,33,-0.6,-5.3,0
C[C@@H]1CN([C@@H](C)CO)C(=O)c2cc(C#CCN(C)C)cnc2O[C@H]1CN(C)Cc1ccc2c(c1)OCO2,2,0.4&1.5&0.4,0.1&0.0&-0.4,1.1,.,1,.,-1.7,-8
CCNC(=O)NC(=O)C(C)OC(=O)c1c(C)nn(Cc2ccccc2)c1Cl (stereo unspecified),-6,1.6,0.7,i,-0.3,6,-1.8,-1.3,7
Cc1ccc(NC(=O)NCCCN2CCCC2=O)cc1Cl,0,1.7,1.2,i,-0.5,14,-2.0,-0.5,7
Cn1nc(C(=O)NC2CCC(O)CC2)c2ccccc2c1=O (stereo unspecified),-1,-1.0,0.4,-2.1,3.9,1,-0.4,-3.3,8
CCCN(CCC)c1nc(N)c(C#N)c(CC#N)c1C#N,6,.,.,i,0.5,-6,1.6,-2.0,22
CC1CC(C)CN(C(=O)COc2ccc(-c3nnco3)cc2)C1 (stereo unspecified),4,6.2,.,.,-0.8,0,4.6,1.0,-6
O=C(CN(c1ccc(F)cc1)S(=O)(=O)c1ccccc1)NCc1ccco1,0,-1.4,.,-0.9,-1.0,-3,0.9,-3.2,1
Cc1cc(OCC(=O)O)c2cccc(C)c2n1,4,.,.,-2.9,0.6,3,-0.6,-2.0,-6
CCOC(=O)c1[nH]c(C)c(C(=O)NCCCOC(C)C)c1C,-1,0.3,1.8,-0.2,0.4,3,4.1,-2.3,-7

# Following part:
SMILES,Mtb FBA inh,BioA inh,TcdB inh,BH1578 lux ind,PfHsp40 rescue,Yp Topo-I inh,Mtb UGM inh,FadD28 FP inh,GDH-TPI counter
O=C(COc1cccnc1[N+](=O)[O-])Nc1cccc(Br)c1,-1,1.1,0.4,0.9,-0.4,-5,4.6,-17,6
NS(=O)(=O)c1ccc(CCNC(=O)CCCNC(=O)c2ccc(Cl)cc2)cc1,-1,1.4,-0.3,i,-0.7,-11,-2.0,-3.7,2
CCN(C(=O)N1CCOCC1)c1ccccc1,1,-0.8,-0.1,0.4,0.4,-2,-1.1,1.3,0
CCN(CC(=O)Nc1cc(Cl)ccc1C)C(=O)CSCc1ccc(C)cc1,3,-0.7,1.1,-1.2,-1.1,-5,1.2,-1.5,3
O=C(NC(=S)Nc1ccccc1N1CCCC1)c1ccccc1Br,1,-1.6,2.5,2.0,0.0,19,1.1,-0.8,9
CCC(C)C(=O)Nc1ccc(OC)cc1[N+](=O)[O-] (stereo unspecified),21,.,2.0,-0.3,0.4,1,0.8,-2.3,5
CC1=C(C(=O)OCc2ccc3c(c2)OCO3)C(c2cccc([N+](=O)[O-])c2)NC(=O)N1 (stereo unspecified),0,.,0.1,-1.9,-0.5,8,-1.5,0.3,2
CC1(C)CC(=O)CC2(C1)NCC(c1ccccc1Cl)c1c2[nH]c2ccccc12 (stereo unspecified),-5,-1.5,2.8,-0.3,-0.2,7,0.3,-4.7,6
Cc1noc(C)c1S(=O)(=O)Nc1ccc(C(=O)NCc2ccccc2)cc1,5,0.5,-1.0,0.0,0.4,7,-2.0,0.7,1
CCC[N+]1(CC#CCC(c2ccccc2)c2ccccc2)CCCCC1,5,14,1.0,1.5,0.2,3,1.8,-4.0,-5
Cc1cccc(C)c1-n1nnnc1C(c1ccnc2ccccc12)N1CCN(C/C=C/c2ccccc2)CC1 (stereo unspecified),-2,-5.5,2.0,.,.,.,.,-2.7,.
O=C(Nc1cccc2c1CCCC2)c1cc(C2CCCCN2S(=O)(=O)c2cccs2)on1 (stereo unspecified),-2,-0.2,1.3,-0.4,.,31,.,1.0,4
O=C(Cc1nc(=O)c2ccccc2s1)Nc1ccccc1,-1,.,.,16,-1.5,11,-1.2,-3.1,12
COc1ccccc1CNC(=O)C1CCN(S(=O)(=O)c2ccc3c(c2)CC(C)N3C(C)=O)CC1 (stereo unspecified),1,-1.1,3.2,-0.4,-0.1,23,0.3,-0.4,6
COc1ccc(-c2ncccc2O)cc1,40*,2.4,.,i,0.3,6,-0.7,-0.3,0
CC1(c2ccc3ccccc3c2)CCC(=O)O1 (stereo unspecified),0,.,0.4,-1.1,1.9,1,.,-0.9,3
C[C@H](NC(=O)c1ccccc1)C(=O)N1CCN(c2ccccc2)CC1,-1,3.5,0.7,-2.8,-0.3,1,1.6,-2.1,-9
C/C=C/C(=O)NCCc1ccc(OC)c(OC)c1,2,.,0.4,-0.4,-0.8,-6,0.4,-3.4,-2
COc1ccccc1NS(=O)(=O)c1cccc(C(=O)N2CCCCCCC2)c1,1,-0.9,2.2,-5.9,4.4,-9,-0.8,-3.2,14
